# KDM5B inh = Primary screen for KDM5B Histone Demethylases FDH-coupled qHTS | KDM5B demethylase, FDH-coupled NADH fluorescence (FDH is formaldehyde dehydrogenase) | Potency, µM (series often up to 57.7 µM), inactives show top-dose activity change, negative = inhibition, actives largely listed as inhibitors | actives 2.6% (n = 220,000); active = well fitted inhibition curve with a large enough effect; inconclusive = small, poorly fitted or top-dose-only effect; inactive = no such curve, though single readings can be large or run the other way; note: 0% is about no effect; nearly all actives have a fitted effect of over 70% in size
# Target sequence (Q9UGL1 whole entry, looked up): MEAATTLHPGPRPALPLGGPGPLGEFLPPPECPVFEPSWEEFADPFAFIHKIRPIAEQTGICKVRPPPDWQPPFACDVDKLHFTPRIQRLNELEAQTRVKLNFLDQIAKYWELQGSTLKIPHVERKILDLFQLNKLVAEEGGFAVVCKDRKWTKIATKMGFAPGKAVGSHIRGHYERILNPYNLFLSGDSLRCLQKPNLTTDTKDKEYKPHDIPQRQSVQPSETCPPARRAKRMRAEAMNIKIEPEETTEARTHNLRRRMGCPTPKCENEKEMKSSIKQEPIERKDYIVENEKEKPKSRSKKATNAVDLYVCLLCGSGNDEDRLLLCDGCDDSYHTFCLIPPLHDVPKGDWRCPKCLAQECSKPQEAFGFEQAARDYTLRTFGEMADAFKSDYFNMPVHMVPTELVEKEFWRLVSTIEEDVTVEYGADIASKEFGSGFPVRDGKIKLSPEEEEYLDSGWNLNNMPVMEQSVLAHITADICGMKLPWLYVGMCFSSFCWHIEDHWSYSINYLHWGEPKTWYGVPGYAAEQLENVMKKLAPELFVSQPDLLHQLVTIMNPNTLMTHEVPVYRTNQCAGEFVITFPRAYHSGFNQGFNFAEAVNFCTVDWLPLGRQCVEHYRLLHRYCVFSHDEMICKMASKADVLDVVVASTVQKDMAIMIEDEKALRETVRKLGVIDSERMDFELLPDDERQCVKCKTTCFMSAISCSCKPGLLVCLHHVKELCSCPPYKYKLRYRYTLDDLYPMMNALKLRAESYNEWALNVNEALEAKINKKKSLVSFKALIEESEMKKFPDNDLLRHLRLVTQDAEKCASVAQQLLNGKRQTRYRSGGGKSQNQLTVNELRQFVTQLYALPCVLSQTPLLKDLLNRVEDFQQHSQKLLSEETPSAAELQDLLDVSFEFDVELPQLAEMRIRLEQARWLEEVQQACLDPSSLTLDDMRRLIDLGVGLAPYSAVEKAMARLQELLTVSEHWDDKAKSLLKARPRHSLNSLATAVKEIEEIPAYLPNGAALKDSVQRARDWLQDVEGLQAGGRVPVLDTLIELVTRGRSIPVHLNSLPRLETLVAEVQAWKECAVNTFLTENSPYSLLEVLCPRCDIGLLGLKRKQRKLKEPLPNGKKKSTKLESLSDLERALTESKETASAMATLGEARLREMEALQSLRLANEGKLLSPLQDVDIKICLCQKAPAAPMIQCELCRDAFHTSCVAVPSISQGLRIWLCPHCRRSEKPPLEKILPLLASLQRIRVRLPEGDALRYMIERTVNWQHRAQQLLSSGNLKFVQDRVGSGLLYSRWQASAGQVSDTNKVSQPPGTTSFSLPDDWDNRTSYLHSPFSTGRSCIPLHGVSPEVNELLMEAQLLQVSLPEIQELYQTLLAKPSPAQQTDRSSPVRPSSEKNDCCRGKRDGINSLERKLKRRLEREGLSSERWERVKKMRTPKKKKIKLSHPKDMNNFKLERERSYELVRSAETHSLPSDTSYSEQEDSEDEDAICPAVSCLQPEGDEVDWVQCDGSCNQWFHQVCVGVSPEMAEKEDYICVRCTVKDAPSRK
#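 qHTS format, multiple compound concentrations. Buffer 50 mM HEPES pH 7.5/0.01% Tween-20; 200 nM KDM5BΔAP final; 10 min compound preincubation; substrate-mix levels 12.5 µM peptide, 25 µM α-KG, 0.25 mM NAD⁺; 30 min RT; ΔRFU.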
# * marks the source's active call; other numbers are inactive results; i = inactive; u = inconclusive; & = joins results of further samples; [ ] = remark or other dose. Potency is the fitted concentration of half-maximal effect.
SMILES,KDM5B inh
O=C(CCC1N=C2c3ccccc3N=C(SCc3ccc(F)cc3)N2C1=O)NC1CCCCC1 (stereo unspecified),-23%
COc1ccc2sc(N(Cc3cccnc3)C(=O)C3=COCCO3)nc2c1,1%
COc1ccc(-c2cn3c(n2)CO[C@@H](CNC2CCOCC2)C3)cc1,-33%[86.2 µM]
Cc1nc2c(c(-c3ccc(O)cc3)n1)CN(Cc1cccc3ccccc13)CCC2,-29%
C=CCNC(=O)C1CC1(c1cccc(C)c1)c1cccc(C)c1 (stereo unspecified),6%
Cc1ccc(NC(=O)C(Sc2ccccc2)c2ccccc2)c(C)c1 (stereo unspecified),13%
Cc1cc2oc(=O)cc(CN3CCN(C(=O)c4ccco4)CC3)c2cc1C(C)C,-26%
CCc1ccc(NC(=O)CSc2nc(=O)n(Cc3ccncc3)c3c2CCC3)cc1,2%
O=C(NCc1nnc2c(-c3nc(C4CC4)no3)cccn12)c1ccc(F)c(F)c1,u
CCCN1C(=O)C(O)(CC(=O)c2ccc(C(C)C)cc2)c2ccccc21 (stereo unspecified),5%&-18%
CC1=NS(=O)(=O)N(C)C=C1C(=O)OCc1nc(-c2ccsc2)no1,-10%
CCCN(CCC)S(=O)(=O)c1ccc(C(=O)Nc2sc3c(c2C(=O)OC)CCN(CC)C3)cc1,u
CC1CCN(S(=O)(=O)c2csc(C(N)=O)c2)CC1,u
Cc1ccc([S+](=O)([O-])N2CCn3c(nn(-c4ccc(C(F)(F)F)cc4)c3=O)C2)cc1,-11%
O=C(CN1C(=O)NC(c2ccc(Cl)cc2)C2=C1COC2=O)Nc1cccc(F)c1 (stereo unspecified),1%
O=C(c1ccoc1)N1CCCC(c2noc(COc3ccccc3)n2)C1 (stereo unspecified),28%
CCC(=O)N(C1CCOCC1)C1CCN(S(=O)(=O)c2cc(F)ccc2C)CC1,-3%
COc1ccc(CCNC(=O)c2ccc(NC(=O)CC3SC(N4CCCC4)=NC3=O)cc2)cc1OC (stereo unspecified),-8%
Cc1cc(C)c(C(=O)Nc2ccccc2)c(CC(C)(C)C(=O)O)c1,6%
Cc1ccc(-c2cn3c(n2)sc2cc(C(=O)NCCCN4CCCCC4)ccc23)cc1,u
Cc1ccccc1C(=O)N1CCn2c(nn(-c3ccc([N+](=O)[O-])cc3)c2=O)C1,18%
O=C(NCc1ccccc1)c1nc2c(o1)CCN(Cc1ccc(F)cc1F)CC2,u
CCOc1ccc(NC(=O)CCc2nnc3n(C)c(=O)c4sccc4n23)cc1,-22%
Cc1ccc(NC(=O)N2CCCC(c3noc(COc4ccccc4)n3)C2)cc1C (stereo unspecified),-13%
Cc1ccc(OCC(O)Cn2c(NCCO)nc3c2c(=O)[nH]c(=O)n3C)cc1 (stereo unspecified),-17%
CCc1nn(CC(=O)N2CCCCC2)c(=O)c2cc3occc3n12,-19%
COc1ccc(N2CC3CCC(C2)N3C(=O)c2c(C)noc2C)cc1,2%[115 µM]
Cc1cc(Nc2ccc(C(C)C)cc2)nc(-n2nc(C)cc2C)n1,1%
C[S+](=O)([O-])N1CC2(Cc3ccccc31)CN(C(=O)c1ccccc1Cl)C2,30%
N#Cc1ccc(C(=O)Nc2ccc([C@H]3OCC(=O)N(Cc4cccnc4)[C@@H]3CO)cc2)cc1,9%
O=C(NC1CCCCC1)[C@H]1O[C@H](CCN2CCNCC2)CC[C@@H]1O,174%[activator][86.2 µM]
O=C(c1cccc(Cl)c1)N1C[C@@H](CO)[C@H](c2ccccn2)C1,7%
C/C(=N\NC(=O)c1ccccc1)c1ccc(-c2ccccc2)cc1,7%
CC(=O)c1ccc(NC(=O)CN(C)Cc2ccccc2N2CCCCC2)cc1,-15%
CN(C)S(=O)(=O)c1cc(NC(=O)c2nn(Cc3ccccc3)c(=O)c3ccccc23)ccc1Cl,17%
Cc1ccc(C(=O)COC(=O)Cn2cnc3c2c(=O)n(C)c(=O)n3C)c(C)c1,18%
CCn1cnc2c1c(=O)n(CC(=O)N1c3ccccc3CCC1C)c(=O)n2Cc1ccccc1 (stereo unspecified),11%
COc1ccccc1C(=O)Nc1ccc(S(=O)(=O)Nc2onc(C)c2C)cc1,16%
COC(CNC(=O)C1CCN(c2ncnc3sc(C)c(C)c23)CC1)OC,10%
Cc1cc2ccccc2n1-c1ccc(C(=O)N2CCCCC2)s1,18%
CC(=O)c1ccc(C(=O)NC2CCCN(Cc3ccc(Cl)cc3)C2)s1 (stereo unspecified),9%
CCc1ccc2nc(-c3ccnn3CC)cc(C(=O)O)c2c1,-25%
O=C(CN1CCN(c2nc3ncccc3o2)CC1)c1cccc(Cl)c1,u
COc1cccc(N2CC(NC(=O)c3ccc(S(=O)(=O)N4CCCC4)cc3)CC2=O)c1 (stereo unspecified),3%
Cc1ccc(N(CC(=O)NCc2ccccc2)C(=O)CCC(=O)Nc2nccs2)cc1,21%
O=C(c1cc2n(n1)CC(c1ccc(Cl)cc1)OC2)N1CCN(c2ccccc2Cl)CC1 (stereo unspecified),-12%
O=C(NCCc1ccccc1)C1CCC(CNS(=O)(=O)c2ccc(Cl)cc2)CC1 (stereo unspecified),-29%
CCOC(=O)CCCSc1ccc2c(c1)OCCO2,15%
Cc1ccc(-c2cc(C(=O)N3CCN(S(=O)(=O)c4ccc(Br)cc4)CC3)[nH]n2)cc1C,-8%
CN1[C@@H](CCC(=O)N2CCN(c3ccccn3)CC2)CNC(=O)[C@@H]2[C@H]1CCN2Cc1cccs1,28µM*
# More records follow:
SMILES,KDM5B inh
S=c1[nH]nc(-c2n[nH]c3c2CCC3)n1/N=C/C=C/c1ccccc1,10%
O=C(NCc1ccc(F)cc1)c1cc2n(n1)CCCN(Cc1ccc(F)cc1)C2=O,8%
COc1cc(SC)ccc1C(=O)Nc1cc(C)ccn1,16%
CC(=O)c1ccc(OCc2cc(C(=O)N(C)C3CCOC3)no2)cc1 (stereo unspecified),-11%
CC(c1nc(C(C)(C)C)no1)N1CCN(C(=O)c2ccco2)CC1 (stereo unspecified),-6%
CCOc1ccc(NC(=O)CSc2nnc3c(C)cc4ccccc4n23)cc1,-6%
COc1cc2c(c(OC)c1)C(c1ccccc1OCC(C)C)CC(=O)N2 (stereo unspecified),1%
CCOc1cc(=O)n2c(c1C(=O)Nc1cc(C)ccc1F)CCCC2,14%
CNc1sc2c(c1C#N)CCCC2,-19%
COc1ccc(OC)c(-n2cnc3cc(C(=O)NCCC(C)C)ccc3c2=O)c1,10%
CCOc1ccccc1C(=O)NC1CCN(c2cc(-c3ccc(Cl)cc3)[nH]n2)C1 (stereo unspecified),u
O=C(Nc1ccc(F)cc1)[C@@H]1C[C@@H](c2ccc(F)cc2)N([S+](=O)([O-])c2ccccc2)C1,-12%
O=C(NC1CCCCC1)N1CCC(N2C(=O)C3(CCCCC3)C2c2ccncc2)CC1 (stereo unspecified),-4%
COc1ccc(CCNC(=O)c2ccc3c(c2)CCN3S(=O)(=O)c2ccc(C)cc2)cc1OC,3%
O=Cc1cccc2c1OCCO2,-1%
Cc1cccc(Cn2c(NCC3CCCO3)nc3c2c(=O)n(C)c(=O)n3C)c1 (stereo unspecified),12%
O=C(/C=C/c1cccs1)c1ccc([N+](=O)[O-])cc1,-5%
CCN(CC)Cc1ccc(CNC(=O)c2n[nH]c(=O)c3ccccc23)cc1,14%
O=C(NC(=S)Nc1ncc(Br)cc1Br)c1ccccc1,7%
COc1ccc2c(CNCc3cccs3)c(C(=O)O)n(Cc3ccccc3F)c2c1,-18%
CC(NC(=O)c1cc(-c2ccccn2)nc2ccccc12)c1ccncc1 (stereo unspecified),-16%
CCC(=O)NCCc1sc(-c2ccc(F)cc2)nc1C,-6%
CCC(=O)N1CCc2cc(S(=O)(=O)CCC(=O)N(C)c3ccc(OC)cc3)ccc21,3%
Cc1cc(C(=O)Nc2nnc(C3CC3)s2)c2ccccc2n1,1%
CCCCC(=O)Nc1ccc(-c2nc3cc(CC)ccc3o2)cc1,192%[activator]
COC(=O)COc1ccc2c(=O)c(-c3ccc(Cl)cc3)c(C(F)(F)F)oc2c1,-16%
Cc1cc(C(=O)N2C[C@H](NC(=O)Cn3nnnc3N)[C@@H](C3CC3)C2)c(C)o1,-21%
COc1cccc(NC(=O)c2cc3c(N4CCCC4)nc(C)cn3n2)c1,35µM*
CC(=O)NC1(C)CCN(Cc2ccc(-c3ccccc3OCc3ccccc3)cc2)C1 (stereo unspecified),u
CC(C)(C)NC(=O)N1CCCCCCNC(=O)[C@@H]2C[C@@H](C(=O)N3CCN(c4ccccn4)CC3)C[C@@H]21,u
O=C(NCCc1ccc(Cl)cc1)C1COc2ccccc2O1 (stereo unspecified),u
O=C(NCC1CCOCC1)c1ccccc1C(F)(F)F,23%
Cc1ccc(C(=O)N2CCC3(CC2)N(C)C(=O)CS3(=O)=O)cc1,-6%
O=C(CSc1n[nH]c(-c2ccccc2)n1)NCCc1ccccc1,-6%
COCCNC(=O)C(NC(=O)c1cccs1)C1CCN(C(=O)c2cccs2)CC1 (stereo unspecified),10%
O=C(NCCN1C(=O)S/C(=C\c2cccnc2)C1=O)c1cc(S(=O)(=O)N2CCOCC2)ccc1F,5%
CCCC1(CO)CCCN(Cc2nnc(-c3cccc(F)c3)o2)C1 (stereo unspecified),-14%
COc1ccc2[nH]c3c(c2c1)CCNC31CCN(C(=O)c2cccnc2C)CC1,u
NC[C@H]1O[C@H](Cc2cc(-c3ccc(F)cc3)on2)CC[C@@H]1O,78%[activator][86.2 µM]
COc1cc(C2C(C#N)=C(N)N(c3c(F)cccc3F)C3=C2C(=O)CCC3)ccc1O (stereo unspecified),5%

# Individual results from above.
# Under KDM5B inh, COc1cc(C2C(C#N)=C(N)N(c3c(F)cccc3F)C3=C2C(=O)CCC3)ccc1O (stereo unspecified) has the entry 5%
# Under KDM5B inh, CCCC1(CO)CCCN(Cc2nnc(-c3cccc(F)c3)o2)C1 (stereo unspecified) has the entry -14%
# Under KDM5B inh, COCCNC(=O)C(NC(=O)c1cccs1)C1CCN(C(=O)c2cccs2)CC1 (stereo unspecified) has the entry 10%

# 7 records drawn at random from the list so far:
SMILES,KDM5B inh
COc1cc(C2C(C#N)=C(N)N(c3c(F)cccc3F)C3=C2C(=O)CCC3)ccc1O (stereo unspecified),5%
COCCNC(=O)C(NC(=O)c1cccs1)C1CCN(C(=O)c2cccs2)CC1 (stereo unspecified),10%
COc1ccc2[nH]c3c(c2c1)CCNC31CCN(C(=O)c2cccnc2C)CC1,u
O=C(NCCN1C(=O)S/C(=C\c2cccnc2)C1=O)c1cc(S(=O)(=O)N2CCOCC2)ccc1F,5%
O=C(NCCc1ccc(Cl)cc1)C1COc2ccccc2O1 (stereo unspecified),u
O=C(NCC1CCOCC1)c1ccccc1C(F)(F)F,23%
CCCC1(CO)CCCN(Cc2nnc(-c3cccc(F)c3)o2)C1 (stereo unspecified),-14%

# The list goes on:
SMILES,KDM5B inh
CCc1sc(C(=O)Nc2ccccc2C)cc1C,-1%
CCOCCOC1CCN(C(=O)c2c[nH]c3ccccc23)CC1,-6%
O=C(c1ccccc1)N1CCC(c2nc3ccccc3o2)CC1,18%&-15%
CN1C(=O)c2ccccc2Sc2ccc(NC(=O)NCc3cccc(Cl)c3)cc21,-11%
Cc1ccccc1-c1[nH]nc2ncc(-c3ccccc3C#N)nc12,u
CC(NC(=O)c1ccc(-c2ccc(N3CCCCCC3)nc2)cc1)c1cccnc1 (stereo unspecified),i
O=C(NCCc1cccc(F)c1)C1CC(=O)N(c2n[nH]c3cccc(F)c23)C1 (stereo unspecified),22µM*
CN(C)Cc1nnc(C2CC(NC(=O)c3cnc4c(c3)CCC4)C2)n1C (stereo unspecified),-1%
CCc1cccc(NS(=O)(=O)c2ccc(-n3cccn3)cc2)c1,u
CCC[S+](=O)([O-])N1CCN(C(=O)N2CC3CC(C2)[C@H]2CCCC(=O)N2C3)CC1 (stereo partly specified),-12%
CCNC(=O)Cn1c(-c2cccs2)cc2ccccc21,u
Cn1cc(-c2cc(-c3cccnc3)c3cncn3c2)cn1,u
C=CCc1c(OC)ccc2c1c(S(=O)(=O)c1ccc(C)cc1)cn2COC,u
COc1ccc(C(=O)N2CCn3c(nnc3[C@@H]3C[C@@H](O)CN3Cc3ccccc3)C2)cn1,2%
CC1CCC(C(C)C)C(OC(=O)CSc2ccccc2C(=O)O)C1 (stereo unspecified),1%
O=C(NCC1CCCO1)c1noc(-c2ccc[nH]c2=O)n1 (stereo unspecified),28µM*
O=S1(=O)CCC(S(=O)(=O)N2CCCC2)C1 (stereo unspecified),23%
O=C(NCCc1nc2ccccc2n1Cc1ccccc1)c1ccco1,0%
O=C(Nc1cccc(F)c1)Nc1c(NC2CCCC2)c2ccccc2oc1=O,11%
CCN1C(=O)C(CC(=O)NCc2ccco2)Sc2ncccc21 (stereo unspecified),-37%
COCCC(=O)N1CCC2(CCC2OC)CC1 (stereo unspecified),9%
COCCN1CCCCCC(O)c2cc(C(=O)N3CCN(c4ccccc4OC)CC3)ccc21 (stereo unspecified),-10%
Cc1cccc(NC(=O)CSc2nc3c(oc4ccccc43)c(=O)n2-c2ccccc2)c1C,2%
CCC(CC)NC(=O)CCC1CCN(C(=O)c2ccccc2)CC1,11%
COCCCNc1ncnc2c1CN(c1ccccc1)C(=O)CN2C,u

# Records listed above printed as active in KDM5B inh.
SMILES,KDM5B inh
CN1[C@@H](CCC(=O)N2CCN(c3ccccn3)CC2)CNC(=O)[C@@H]2[C@H]1CCN2Cc1cccs1,28µM*
COc1cccc(NC(=O)c2cc3c(N4CCCC4)nc(C)cn3n2)c1,35µM*
O=C(NCCc1cccc(F)c1)C1CC(=O)N(c2n[nH]c3cccc(F)c23)C1 (stereo unspecified),22µM*
O=C(NCC1CCCO1)c1noc(-c2ccc[nH]c2=O)n1 (stereo unspecified),28µM*

# 2 of the compounds above, as labelled records:
CCC(CC)NC(=O)CCC1CCN(C(=O)c2ccccc2)CC1
  KDM5B inh: 11%
COCCCNc1ncnc2c1CN(c1ccccc1)C(=O)CN2C
  KDM5B inh: u

# This is a subset. The share of hits here may be higher or lower than overall.
